HP1b chromo inh – HTS for Inhibitors of HP1-beta Chromodomain Interactions with Methylated Histone Tails; AlphaScreen HP1-beta / biotin-H3K9me3 peptide binding; AID 540317, 2011; Chromobox protein homolog 1 (Homo sapiens), P83916; Potency, µM (top dose mostly 114 µM), without a hit: top-dose activity change, negative = inhibition, hits mostly inhibitors; 390,000 compounds, 0.56% hits; note: nearly all actives have a fitted effect of over 70% in size; inactives centre near 23
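AlphaScreen: HP1-beta (50 nM) preformed 30 min with biotin-H3(1-18)K9me3 peptide (50 nM) in PBS pH 7.4, 0.01% Tween-20. Compound added for 30 min at RT, then streptavidin donor/nickel chelate acceptor beads (10 ug/mL) for 30 min.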
BAZ2B inh – qHTS Assay for Inhibitors of BAZ2B; AlphaScreen BAZ2B-H3K14Ac peptide displacement; Bromodomain adjacent to zinc finger domain protein 2B (Homo sapiens), Q9UIF8; Potency, µM (top dose mostly 114 µM), inactives show top-dose activity change, negative = inhibition, actives largely listed as inhibitors; 360,000 compounds, 4.4% hits; note: % is set by controls: 0 for no effect and ±100 for the full control effect; nearly all actives have a fitted effect of over 60% in size
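Protein-peptide AlphaScreen: BAZ2B 50 nM, b-H3K14Ac 50 nM, 1x PBS pH 7.4 + 0.01% Tween-20. Preincubation 30 min RT; cpd 30 min RT (top 110 uM); beads 20 min RT, light-protected.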
G9a block – qHTS Assay for Inhibitors of Histone Lysine Methyltransferase G9a. Histone-lysine N-methyltransferase EHMT2 (Homo sapiens), Q96KQ7. G9a H3K9 monomethylation, AlphaScreen, 2 h. Potency, µM (top dose mostly 102 µM), for the others: top-dose activity, negative = inhibition, hits mostly inhibitors. 350,000 compounds, 8.8% hits. AID 504332, 2011; note: % is set by controls: 0 for no effect and ±100 for the full control effect; nearly all actives have a fitted effect of over 75% in size
Target sequence (Q96KQ7 913-1193 limits assumed): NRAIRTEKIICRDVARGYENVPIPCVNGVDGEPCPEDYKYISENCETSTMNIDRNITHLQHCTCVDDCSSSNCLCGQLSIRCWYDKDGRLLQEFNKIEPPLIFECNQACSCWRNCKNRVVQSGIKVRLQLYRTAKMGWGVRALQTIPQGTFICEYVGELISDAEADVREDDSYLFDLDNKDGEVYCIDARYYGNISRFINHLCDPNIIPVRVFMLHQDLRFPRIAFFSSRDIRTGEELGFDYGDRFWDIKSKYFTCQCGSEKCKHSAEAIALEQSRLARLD
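Compounds were preincubated with 20 nM G9a for 15 min, after which biotinylated H3K9 peptide (500 nM) and SAM (20 uM) started a 2 h room-temperature reaction. Monomethylated product was quantified by antibody-based AlphaScreen chemiluminescence.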
JMJD2A Tudor inh – qHTS Assay for Inhibitors of JMJD2A-Tudor Domain; Lysine-specific demethylase 4A (Homo sapiens), O75164; AlphaScreen JMJD2A-Tudor / H3K4me3 peptide binding; Potency, µM (series often up to 114 µM), for inactives: at the highest dose activity change, negative = inhibition, usual class: inhibitors; 390,000 compounds, 4.4% hits; AID 504339, 2011; note: % is set by controls: 0 for no effect and ±100 for the full control effect; nearly all actives have a fitted effect of over 50% in size
Pin1 inh – qHTS Assay to Find Inhibitors of Pin1 | Peptidyl-prolyl cis-trans isomerase NIMA-interacting 1 (Homo sapiens), Q13526 | AID 504891, 2011 | Pin1 FP peptide displacement, HiFluor488, 10 min | 390,000 compounds, 0.009% hits | Potency, µM (top dose mostly 115 µM), for inactives: top-dose activity, negative = inhibition, hits mostly inhibitors; active = well fitted inhibition curve with a large enough effect in the polarisation, with a control signal flat, not every such curve was filed as active; inconclusive = small, poorly fitted or top-dose-only effect, or effect the other way, or a change in a side signal; inactive = no such curve, though single readings can be large or run the other way; the % refers to the polarisation; note: % is set by controls: 0 for no effect and ±100 for the full control effect
Pol iota inh – qHTS for Inhibitors of Polymerase Iota | Pol iota fluorescent replication assay, 10 min | Potency, µM (titrated, usually from 115 µM), inactives show at the highest dose activity, negative = inhibition, hits mostly inhibitors | 390,000 compounds, 1% hits
Target sequence (Q9UNA4 whole entry, looked up): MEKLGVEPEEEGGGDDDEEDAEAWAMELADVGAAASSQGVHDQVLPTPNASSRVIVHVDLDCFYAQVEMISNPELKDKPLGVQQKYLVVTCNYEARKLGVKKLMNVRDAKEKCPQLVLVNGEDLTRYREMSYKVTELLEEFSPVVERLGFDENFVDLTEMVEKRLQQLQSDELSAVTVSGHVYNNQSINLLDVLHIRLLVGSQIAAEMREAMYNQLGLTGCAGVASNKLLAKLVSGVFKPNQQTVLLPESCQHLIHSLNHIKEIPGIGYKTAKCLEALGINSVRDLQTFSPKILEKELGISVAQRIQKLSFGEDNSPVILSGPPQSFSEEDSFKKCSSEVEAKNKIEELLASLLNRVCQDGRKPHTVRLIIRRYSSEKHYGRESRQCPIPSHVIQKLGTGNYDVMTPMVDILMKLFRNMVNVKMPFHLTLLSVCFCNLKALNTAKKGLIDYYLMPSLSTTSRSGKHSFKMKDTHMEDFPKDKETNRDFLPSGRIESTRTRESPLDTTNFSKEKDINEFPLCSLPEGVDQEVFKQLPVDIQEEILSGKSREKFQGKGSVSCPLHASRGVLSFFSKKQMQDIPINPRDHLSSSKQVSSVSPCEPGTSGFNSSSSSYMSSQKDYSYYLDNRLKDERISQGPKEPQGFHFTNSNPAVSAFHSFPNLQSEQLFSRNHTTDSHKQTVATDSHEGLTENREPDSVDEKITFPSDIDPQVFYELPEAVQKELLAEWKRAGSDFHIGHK
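Fluorescent replication assay read twice, at 0 min and 10 min after adding 50 nM (final) substrate. Enzyme (10 nM) and compounds were first incubated 15 min at room temperature; enzyme-free buffer wells were negative controls.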
BLM inh – qHTS Assay for Inhibitors of Bloom's syndrome helicase (BLM); 350,000 compounds, 0.2% hits; AID 2528, 2010; RecQ-like DNA helicase BLM (Homo sapiens), P54132; recombinant BLM DNA unwinding, fluorescence dequenching; Potency, µM (highest dose often 56.1 µM), for the others: at the top dose activity change, negative = inhibition, most hits filed as inhibitors;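 note: plate controls were vehicle for no effect and no enzyme for full effect; nearly all actives have a fitted effect of over 35% in size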
GLS inhibitor – qHTS for Inhibitors of Glutaminase (GLS); Potency, µM (highest dose often 45.5 µM), inactives show at the highest dose activity change, negative = inhibition, hits mostly inhibitors; Glutaminase kidney isoform, mitochondrial (Homo sapiens), O94925; 410,000 compounds, 0.21% hits; GLS enzymatic activity, qHTS titration; note: % is set by controls: 0 for no effect and ±100 for the full control effect
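Enzyme dispensed in phosphate buffer (45 mM, pH 8.2, 0.02% Tween-20), compounds pinned in, then 1 mM L-glutamine solution and the glutamate oxidase–HRP–Amplex Red mix added; fluorescence read immediately and again after 30 min at room temperature.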
PGK inhibitor – qHTS Assay to Find Inhibitors of Phosphoglycerate Kinase; Phosphoglycerate kinase, glycosomal (Trypanosoma brucei brucei), P07378; PGK/GAPDH coupled, Kinase-Glo luminescence, 60 min; Potency, µM (top dose mostly 57.5 µM), without a hit: at the highest dose activity change, negative = inhibition, hits mostly inhibitors; 380,000 compounds, 0.043% hits; AID 602233, 2012; note: % is set by controls: 0 for no effect and ±100 for the full control effect; nearly all actives have a fitted effect of over 60% in size
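Recombinant glycosomal PGK reaction used 1,3-bisphosphoglycerate generated in-well by GAPDH (100nM final) in 100mM TEA pH 7.6, 5mM MgCl2, 0.01% Tween-20. After 60 minutes at room temperature, ATP was read by Kinase-Glo Plus luminescence end-point.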
The depositor's hits bear a star; i = inactive; ? = inconclusive; . = no result given; [ ] = remark or other dose. Unless noted, calls come from the whole dose curve; as a rule, active = well fitted curve in the direction sought with a large enough effect; inconclusive = small, poorly fitted or top-dose-only effect, or another doubt; inactive = no such curve, though single readings can be large; an effect the other way counts as inactive or inconclusive. Potency is the fitted concentration of half-maximal effect. Only part of the results is shown, so the mix of outcomes need not match the whole.

SMILES | HP1b chromo inh | BAZ2B inh | G9a block | JMJD2A Tudor inh | Pin1 inh | Pol iota inh | BLM inh | GLS inhibitor | PGK inhibitor
Fc1ccc(-c2csc3ncnc(N4CCc5ccccc5C4)c23)cc1 | 50.5%[activator] | 1.5% | 14.8%[59 µM] | -4.1% | 0.6% | 27.5% | -11.0% | -1.2% | -3.9%
CC1(C)CC(=O)C=C(Nc2ccc(F)c(Cl)c2)C1 | 27.0% | -0.4% | -26.5%[2.33 µM] | -13.0% | -0.3% | 18.5% | -1.8% | 5.6% | i
Clc1ccc(SCCOCCN2CCc3ccccc3C2)cc1 | 156.2%[activator] | -9.0% | 11.9% | 15.8% | ? | -1.8% | -6.1% | -2.1% | 0.0%
Cc1cccn2c(=O)c(/C=C(\C#N)C(=O)NCc3ccco3)c(N3CCCCCC3)nc12 | -5.5% | ? | -10.4%[59 µM] | ? | ? | 18.5% | -8.0% | 1.8% | -3.2%
CCCOc1ccc(C(=O)CCC(=O)NNC(=O)Cn2nc(C)cc2C)cc1 | 26.4% | -2.9% | -2.2% | -4.8% | 0.9% | 53.1%[activator] | . | 0.3% | i
CC1CCCCC1NC(=O)CCS(=O)(=O)c1cccc2nonc12 (stereo unspecified) | 11.4% | -1.4% | ? | -5.3% | 2.2% | 23.7% | 0.5% | -21.2% | -0.5%
O=C(c1cccc(C(F)(F)F)c1)N1CCC(O)(CS(=O)(=O)Cc2ccc(Cl)cc2)CC1 | 1.2% | -3.2% | -9.0%[59 µM] | -11.9% | -2.8% | -16.4% | -3.1% | 3.6% | -1.6%
COc1cccc(NC(=O)c2ccc3c(c2)N(CC(=O)N2CCCCC2)C(=O)C(C)(C)O3)c1 | 5.5% | -25.4% | -6.4% | -14.2% | 0.8% | 2.3% | 0.6% | 7.6% | i
O=c1cc(NCc2ccc3c(c2)OCO3)[nH]c(=O)n1-c1ccc(Cl)cc1 | 15.2% | 1.5% | ? | -10.4% | 8.1% | 15.2% | 0.3% | 7.4% | -3.4%
CCc1cc(=O)oc2c3c(cc(OCC(=O)NCCCC(=O)O)c12)OC(C)(C)CC3 | 24.9% | -15.7% | 7.0% | -20.7% | -1.0% | ? | -5.3% | 0.0% | -3.4%
CCOc1cc(C(=O)NCc2ccc3c(c2)CCN3C(=O)CC)cc(OCC)c1OCC | 40.2%[activator] | 0.7% | -5.5%[59 µM] | -4.3% | -3.3% | 42.3%[activator] | -2.8% | 6.9% | 2.0%
O=C(COC(=O)CCSc1ccccc1Cl)NCc1ccco1 | 5.0% | -36.6% | -50.4% | -11.9% | -8.3% | 22.1% | -3.6% | 0.0% | -8.3%
COc1ccc(NC(=O)CCS(=O)(=O)c2ccc(OC)cc2)cc1 | 38.8% | -2.7% | ? | -3.7% | 6.0% | 5.2% | -6.2% | 0.8% | -8.3%
Nc1c(C(=O)Nc2ccccc2)nnn1-c1ccc2c(c1)OCCO2 | 20.9% | -21.8% | 11.1% | -8.1% | 4.1% | 42.6%[activator] | -8.7% | 8.1% | -1.4%
CC(C)Cc1ccc(C#N)c(SCC(N)=O)n1 | 23.9% | -4.2% | 17.1% | -5.0% | 4.0% | 42.8%[activator] | 1.7% | -1.6% | -2.9%
CC(C)NS(=O)(=O)c1ccc(Br)c(C(=O)OC(C)C(=O)NC2CCCCC2C)c1 (stereo unspecified) | -5.2% | 6.4% | ? | -15.7% | -2.3% | -2.1% | . | -3.6% | -1.1%
O=C(Nc1ccc(F)cc1F)N1CCN(c2ccc(Cl)c(Cl)c2)CC1 | 52.9%[activator] | -0.9% | -8.2%[59 µM] | -18.8% | -0.9% | -16.8% | -8.1% | -4.7% | -1.4%
O=P(O)(O)COc1ccccc1P(=O)(c1ccccc1)c1ccccc1 | 58.0%[activator] | ? | -38.0%[12.7 µM] | 7.3% | ? | 4.8% | 0.1% | -15.2% | -8.3%
C[C@H](NC(=O)N1CCn2c1nc1ccccc12)C(=O)NC1CC1 | 16.1%[57 µM] | -18.4% | -6.4% | -12.8% | -5.3% | 40.7%[activator] | -8.1% | -0.2% | -5.7%
COc1cccc(CNC(=O)CSc2nnc3c(n2)[nH]c2ccc(OC)cc23)c1 | -8.6% | -0.6% | 17.7%[59 µM] | -20.8% | 13.5% | 78.5%[activator] | -0.1% | -1.2% | i
CCOC(=O)CCNC(=O)c1ccccc1Br | 64.7%[activator] | 1.0% | -2.4% | -17.0% | -1.6% | 20.9% | 1.5% | -9.8% | 1.5%
CCN1CCN(CCC(=O)Nc2ccccc2C)CC1 | 3.8% | -7.0% | 24.3% | ? | 0.1% | 100.0%[activator] | 0.4% | -16.1% | -2.5%
CC[C@]12C(=O)N(C)C[C@H]([C@@H]3C(=O)N(C)C(=O)[C@@H]31)N2C(=O)c1ccc(Cl)cc1 | 28.7% | . | . | -16.8% | -6.6% | 25.9% | . | 4.1% | i
O=C(Nc1cccc(-c2nc3cccnc3s2)c1)c1cccc(Br)c1 | 7.0% | -17.6% | 17.8µM* | -28.5% | 6.0% | -5.1% | -4.7% | -1.9% | -9.5%
CC1Sc2ccc(S(=O)(=O)NCCc3ccccc3)cc2NC1=O (stereo unspecified) | 24.1% | -18.2% | -2.1% | -29.6% | -0.3% | -20.4% | -1.4% | 0.7% | -1.2%
Cc1c([N+](=O)[O-])cc(C(=O)N2CCOCC2)cc1[N+](=O)[O-] | 41.2%[activator] | 0.2% | -13.0% | 0.0% | -2.9% | 26.0% | 2.1% | -3.1% | i
Cn1cc([N+](=O)[O-])c(C(=O)N/N=C/c2ccncc2)n1 | 48.1%[activator] | 4.1% | 33.9%[12.7 µM] | -4.1% | 0.0% | 8.3% | -2.5% | -11.2% | -3.1%
Cc1sc2nc(SCC(=O)N(CCO)CCO)n(C3CCCCC3)c(=O)c2c1C | 43.5%[activator] | 3.4% | -10.6%[59 µM] | -2.9% | ? | 9.3% | 0.8% | 2.0% | -5.3%
COc1ccccc1-c1sc2cc3c(cc2c1C#CC1(O)CCCCC1)OCO3 | 62.3%[activator] | 79.4µM* | 3.9%[0.501 µM] | -24.6% | 4.7% | 2.8% | . | 0.9% | -3.6%
NC(=O)c1ccccc1NC(=O)CN1CCN(Cc2ccc(Cl)cc2Cl)CC1 | 0.2% | -11.1% | . | -18.1% | -1.8% | -1.5% | 1.2% | 0.0% | -6.9%
CCOc1ccccc1-n1nnc(S(=O)(=O)c2ccc(C)cc2)c1N | 51.7%[activator] | 0.7% | 25.3%[59 µM] | 2.7% | 2.4% | 9.2% | -5.0% | 5.7% | i
CCc1ccc(C2CC(=O)NC(NC(=O)c3ccc(C(C)(C)C)cc3)=N2)cc1 (stereo unspecified) | 25.9% | -0.4% | 8.7%[59 µM] | 6.8% | -0.5% | 12.4% | -0.9% | 0.4% | -2.8%
COc1ccc(C(=O)C2C(=O)C(=O)N(Cc3ccco3)C2c2cccs2)cc1 (stereo unspecified) | -15.6%[57 µM] | . | . | -20.0%[57.1 µM] | -6.7% | ? | . | . | .
CN(C(=O)COC(=O)c1cc(NS(=O)(=O)c2cc([N+](=O)[O-])ccc2Cl)ccc1O)C1CCCCC1 | -5.7% | -37.3% | -4.2%[59 µM] | -31.1% | 6.0% | 10.3% | -10.7% | -6.7% | 0.8%
O=[N+]([O-])c1nn(-c2ccc3c(c2)OCCO3)n(O)c1=NC1CCN(Cc2ccccc2)CC1 | -13.7% | -27.5% | -49.0% | ? | -0.3% | 8.7% | -0.8% | 1.7% | .
Cc1ccc(OCCSc2nc3ccccc3n2CC(=O)O)cc1C | 49.3%[activator] | 4.5% | ? | -16.1% | 0.7% | -29.0% | 4.7% | 0.1% | -3.6%
Cc1cccc([C@@H]2[C@@H]3C(=O)N(C)C(=O)[C@@H]3[C@@H]3C(=O)Nc4ccccc4C(=O)N23)c1 | 50.9%[activator] | 4.9% | 26.3% | -6.3% | -2.6% | ? | -1.4% | 5.2% | 4.6%
O=C(Nc1ccncc1)c1cc2ccccc2cc1O | 14.9% | -2.0% | 21.0%[2.33 µM] | -6.9% | -0.8% | 7.94µM* | . | -5.0% | -2.5%
CCNC(=O)CC1C(=O)N(C)C(=S)N1NC(=O)c1ccc(Cl)cc1 (stereo unspecified) | 40.3%[activator] | -0.2% | 7.6% | -6.4% | 0.4% | 4.8% | 1.2% | 18.7% | 3.2%
CCCCNC(=O)Nc1cc(C(=O)OC)ccc1C | 30.4% | 4.6% | -5.2% | -14.4% | -0.9% | 5.2% | -5.2% | 0.4% | -6.8%
COc1ccc(-c2cc(NCc3ccc(F)cc3)n3cnnc3n2)cc1 | 5.6% | -2.6% | ? | -35.8% | -2.0% | 10.1% | -3.4% | 3.6% | 8.4%
CC(=O)OCC(=O)c1c[nH]c2ccccc12 | 32.2%[activator] | -14.2% | -6.9% | -8.2% | 3.4% | 20.8% | -5.7% | 0.1% | 5.5%
CCOc1ccc(N(CC(=O)NCCc2ccccc2)C(=O)CCC(=O)Nc2cc(C)ccn2)cc1 | 22.8% | -12.2% | 23.6% | -8.8% | -13.9% | 58.4%[activator] | -5.3% | -15.5% | -4.8%

Screens from PubChem BioAssay.
